# Anthrax LF inh2 – anthrax lethal factor protease inhibition; P15917; multiplex microsphere protease cleavage assay, LF; inhibition, % at 10 µM; 360,000 tested, 0.12% active; AID 588501; note: plate controls were buffer without enzyme for full effect and enzyme alone for no effect
# PriA SSB inh – K. pneumoniae PriA-SSBct interaction inhibition; AlphaScreen SSBct-PriA binding, biotinylated peptide; inhibition, % at 33 µM; 430,000 tested, 0.6% active; AID 1272365; in the data active = inhibition mostly above about 37%, no sharp cut-off; inactive = mostly below about 20%;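 note: plate controls were negative control peptide for no effect and reference peptide for full effect; strong numbers were not always called active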
# TcdB inh – inhibitors of Clostridioides difficile toxin B glycohydrolase; 350,000 tested, 0.24% active; TcdB glycohydrolase enzymatic assay, plate reader; inhibition, % at 9.99 µM; AID 652162; P18177; in the data active = inhibition above about 10%
# Target sequence (P18177 whole entry, looked up): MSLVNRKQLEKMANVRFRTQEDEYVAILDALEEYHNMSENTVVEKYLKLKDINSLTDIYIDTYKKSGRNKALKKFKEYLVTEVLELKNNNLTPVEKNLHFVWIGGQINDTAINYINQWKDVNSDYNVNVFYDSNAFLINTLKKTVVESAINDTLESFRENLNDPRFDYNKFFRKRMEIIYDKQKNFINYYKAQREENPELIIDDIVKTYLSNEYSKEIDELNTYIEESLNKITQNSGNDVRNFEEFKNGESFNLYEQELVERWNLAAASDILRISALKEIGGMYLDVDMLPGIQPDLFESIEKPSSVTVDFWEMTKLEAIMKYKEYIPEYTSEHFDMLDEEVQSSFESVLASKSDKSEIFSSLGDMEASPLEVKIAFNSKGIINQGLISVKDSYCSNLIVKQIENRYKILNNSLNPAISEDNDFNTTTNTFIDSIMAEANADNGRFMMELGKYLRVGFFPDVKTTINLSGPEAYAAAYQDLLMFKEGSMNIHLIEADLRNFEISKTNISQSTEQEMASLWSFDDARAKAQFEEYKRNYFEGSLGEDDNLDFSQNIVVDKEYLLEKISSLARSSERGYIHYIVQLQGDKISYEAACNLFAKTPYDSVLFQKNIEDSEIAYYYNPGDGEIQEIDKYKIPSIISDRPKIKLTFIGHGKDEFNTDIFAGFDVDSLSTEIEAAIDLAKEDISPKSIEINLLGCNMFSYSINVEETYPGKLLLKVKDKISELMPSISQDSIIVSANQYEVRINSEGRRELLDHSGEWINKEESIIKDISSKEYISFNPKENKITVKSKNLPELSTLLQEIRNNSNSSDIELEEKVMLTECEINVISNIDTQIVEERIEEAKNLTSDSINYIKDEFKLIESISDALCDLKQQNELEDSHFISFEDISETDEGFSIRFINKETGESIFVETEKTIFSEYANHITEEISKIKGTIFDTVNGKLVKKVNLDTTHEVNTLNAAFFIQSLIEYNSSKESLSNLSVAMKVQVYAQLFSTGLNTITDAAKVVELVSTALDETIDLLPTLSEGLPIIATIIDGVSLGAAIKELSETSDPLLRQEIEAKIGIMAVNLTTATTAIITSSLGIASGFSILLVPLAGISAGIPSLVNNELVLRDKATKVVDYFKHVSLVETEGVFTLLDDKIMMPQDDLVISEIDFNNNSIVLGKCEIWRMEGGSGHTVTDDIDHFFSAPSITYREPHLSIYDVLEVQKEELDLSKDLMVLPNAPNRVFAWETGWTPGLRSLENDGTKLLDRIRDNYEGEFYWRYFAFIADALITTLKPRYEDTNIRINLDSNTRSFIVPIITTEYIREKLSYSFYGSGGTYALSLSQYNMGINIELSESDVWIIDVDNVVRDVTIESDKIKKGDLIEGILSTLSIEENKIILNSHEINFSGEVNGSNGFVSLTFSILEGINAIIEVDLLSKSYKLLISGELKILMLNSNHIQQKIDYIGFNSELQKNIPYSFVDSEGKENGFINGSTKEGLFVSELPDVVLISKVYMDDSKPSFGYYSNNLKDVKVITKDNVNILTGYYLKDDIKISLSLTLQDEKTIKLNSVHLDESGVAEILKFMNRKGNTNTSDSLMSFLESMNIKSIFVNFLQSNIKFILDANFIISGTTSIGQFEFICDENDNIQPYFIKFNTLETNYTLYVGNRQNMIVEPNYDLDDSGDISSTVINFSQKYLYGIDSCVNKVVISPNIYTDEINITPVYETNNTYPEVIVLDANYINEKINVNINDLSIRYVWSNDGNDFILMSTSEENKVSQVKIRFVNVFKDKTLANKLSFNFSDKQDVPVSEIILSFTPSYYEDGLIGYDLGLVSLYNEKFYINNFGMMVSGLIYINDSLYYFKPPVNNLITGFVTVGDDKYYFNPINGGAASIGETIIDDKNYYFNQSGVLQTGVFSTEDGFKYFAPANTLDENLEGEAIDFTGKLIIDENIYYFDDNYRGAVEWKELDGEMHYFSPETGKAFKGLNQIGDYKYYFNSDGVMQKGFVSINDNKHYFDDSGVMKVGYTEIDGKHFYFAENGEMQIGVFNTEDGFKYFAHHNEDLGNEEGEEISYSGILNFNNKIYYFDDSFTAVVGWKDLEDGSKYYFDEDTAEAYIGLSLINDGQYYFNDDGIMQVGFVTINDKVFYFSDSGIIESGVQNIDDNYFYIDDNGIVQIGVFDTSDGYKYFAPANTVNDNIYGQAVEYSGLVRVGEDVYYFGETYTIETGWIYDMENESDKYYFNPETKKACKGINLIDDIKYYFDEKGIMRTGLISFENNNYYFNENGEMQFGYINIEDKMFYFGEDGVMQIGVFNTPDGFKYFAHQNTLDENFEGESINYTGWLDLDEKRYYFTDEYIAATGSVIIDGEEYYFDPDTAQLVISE
# Yp Topo-I inh – inhibitors of Yersinia pestis topoisomerase I; Y. pestis Topo-I cleavage product accumulation, plate reader; activity, % at 10 µM; 360,000 tested, 0.064% active; in the data active = activity above about 50%, passing the limit was not always enough; inconclusive = no clear call, values can overlap the other calls; note: inactives centre near 2
# BoNT A protease – blocks Botulinum neurotoxin A light chain protease | AID 588499 | multiplex microsphere protease substrate cleavage, flow cytometry | inhibition, % at 10 µM | 360,000 tested, 0.17% active; note: plate controls were buffer without enzyme for full effect and enzyme alone for no effect
# DUSP3 inh – inhibitors of human VHR1 phosphatase (DUSP3); AID 1654; inhibition, % at 13.3 µM; 290,000 tested, 0.52% active; recombinant VHR phosphatase, pNPP absorbance; in the data active = inhibition above about 50%; note: some compounds called inactive have numbers as strong as hits
# CCHF vOTU inh – blocks the CCHF virus ovarian tumor domain protease | CCHFV vOTU protease, Pep-AMC fluorescence | inhibition, % at 11.5 µM | 370,000 tested, 0.55% active | AID 651958; in the data active = inhibition above about 30%; note: 0% = vehicle wells with enzyme and 100% = no enzyme wells
# BH1578 lux ind – quorum light induction in luxS cqsA deficient V. cholerae; AID 588436; activation, % at 18.7 µM; 350,000 tested, 0.16% active; V. cholerae BH1578 lux reporter, luminescence, 6 h; in the data active = activation mostly above about 9.7%, no sharp cut-off; inconclusive = no clear call, values can overlap the other calls; inactive = mostly below about 3.7%; note: not every result past the cut was called active; inactives centre near 0; reference of the scale not given here
# SARS 3CLpro inh – SARS-CoV 3CLpro protease inhibition; P0C6X7; recombinant SARS-CoV 3CLpro, quenched FRET peptide cleavage; inhibition, % at 6 µM; 290,000 tested, 0.14% active; AID 1706; in the data active = inhibition above about 12%
# PfHsp40 rescue – rescue of PfHsp40-mediated yeast toxicity; S. cerevisiae expressing PfHsp40, growth rescue, ATP luminescence; AID 504582; 340,000 tested, 0.68% active; growth rescue, % at 12.5 µM; in the data active = growth rescue above about 28%, passing the limit was not always enough; inconclusive = no clear call, values can overlap the other calls;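 note: yeast W303a lacking pdr1 and pdr3 grown in galactose medium; growth measured after three days at 30 °C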
# * marks the source's active call; other numbers are inactive results; i = inactive; ? = inconclusive; . = not tested or not shown; & = joins results of further samples. Cut-off read from the data, not from the text of the source, unless noted: active = inhibition above about 30%; inconclusive = no clear call, values can overlap the other calls; inactive = below that. This is a subset; the hit share may differ from the screen's.
SMILES,Anthrax LF inh2,PriA SSB inh,TcdB inh,Yp Topo-I inh,BoNT A protease,DUSP3 inh,CCHF vOTU inh,BH1578 lux ind,SARS 3CLpro inh,PfHsp40 rescue
C[C@H]1CC[C@]2(O[C@H](CCO)C[C@H](O)[C@H]2O)O1,-1,-2,0.9,-5,-0.4,.,-6,i,.,-1.4
O=C(CSc1cccc2cccnc12)NCc1ccco1,-2,-1,.,1,0.3,-4,-26,i,6,-0.3
COc1cc(C(=O)OCC(=O)Nc2ccc(N3CCOCC3)cc2)ccc1OCC(C)C,?,7,-0.5,4,?,.,2,-2.9,.,-0.1
COc1cc(NC(=O)C2Cc3ccccc3CN2S(C)(=O)=O)cc(OC)c1 (stereo not drawn),8,-9,0.6,0,-0.7,9,-5,0.6,1,-0.2
O=C(Nc1cccc(NC(=O)C2CCCO2)c1)c1ccco1 (stereo not drawn),0,-14,0.2,-6,-0.2,-25,2,-0.2,4,-1.2
COC(=O)c1cc(COc2ccc3c(c2)oc(=O)c2ccccc23)c(C)o1,-1,-10,.,-1,-0.2,42,3,i,3,2.8
CCN(CC(=O)NCc1cccs1)S(=O)(=O)c1c(F)cccc1F,-5,-4,-7.9,3,-0.6,.,14,i,.,0.1
CCOc1ccc(N2C(=O)CC(Sc3nnnn3-c3ccccc3)C2=O)cc1 (stereo not drawn),0,0,-1.0,-5,0.2,14,6,-0.1,3,0.4
CCCCCn1c(=O)[nH]c2c(c1=O)CCC2,0,4,.,-5,-0.1,15,3,i,-3,-0.7
CCc1ccc(OCC(=O)N2CCN(CC(=O)Nc3ccccc3Cl)CC2)cc1,-5,-7,3.0,10,1.2,.,6,i,.,2.8
CCO/N=C(/C)c1c(O)cc(C(C)(C)C)n(-c2ccccc2)c1=O,-2,.,.,-2,-1.1,-1,1,-0.4,-5,0.2
CC(C)Nc1nc(Cl)nc(Nc2ccccc2)n1,-4,-9,2.3,3,2.4,25,8,-0.1,1,0.0
Cc1ccc(C(=O)NCC(=O)Nc2ccncc2)cc1C,2,-2,1.8,6,-1.0,32,1,-0.1,5,-1.3
Cn1c(C(=O)OCC(=O)NCCc2ccccc2)cc2sccc21,-1,7,-0.1,-4,-0.1,17,15,i,-3,-0.1
CC(=O)Nc1ccc(N(C(=O)c2ccco2)C(C(=O)NC2CCCC2)c2ccncc2)cc1 (stereo not drawn),-1,-1,0.0,-1,-1.2,-3,2,-0.3,-3,-0.2
CSc1ccc(CN2CCN(S(=O)(=O)Cc3ccccc3)CC2)cc1,-28,1,0.3,29,-103,1,-6,i,-3,0.4
Nc1ncnc2nc(Sc3ccc(Cl)cc3)[nH]c12,-1,-31,.,-3,-1.1,-14,5,-0.7,1,-0.1
COc1ccc(C(=O)N(CCCO)Cc2cc3c(C)ccc(C)c3[nH]c2=O)cc1OC,-1,-10,.,2,-0.1,-15,5,0.5,-3,0.0
COc1ccc(OC)c(CCNC(=O)C2CCN(c3nnc(-n4cccc4)s3)CC2)c1,-2,0,-0.4,34,-0.6,21,-3,-0.1,-8,0.4
COC(=O)c1ccc(CNC(=O)C(C)N=C2NS(=O)(=O)c3ccccc32)cc1 (stereo not drawn),-3,-8,0.8,9,-6.7,.,-5,0.5,.,0.5
Cc1cc(C)c2c(=N)c3ccccc3n(CCCCCCCCn3c4ccccc4c(=N)c4c(C)cc(C)nc43)c2n1,6,-15,3.0,-13,8.2,.,18,.,.,5.1
Cc1occc1C(=O)NCc1cccc(CNC(=O)c2ccoc2C)c1,-3,-7,.,5,-0.2,10,.,i,3,-1.3
Nc1nccnc1C(=O)OCC(=O)c1ccc[nH]1,5,2,1.7,7,0.5,.,-112,-0.5,.,-1.4
NS(=O)(=O)c1ccc(NC(=O)COC(=O)c2cc(Cl)ccc2[N+](=O)[O-])cc1,-3,4,0.3,4,0.1,-1,6,5.6,1,-0.4
CCN(CC)c1ccc(CNc2nc3ccccc3n2CC)cc1,.,27,0.3,0,.,18,-3,-0.7,-1,2.1
O=C(COC(=O)c1c[nH]c2ccccc12)Nc1ccccc1,5,-2,0.0,-9,0.1,.,3,-2.9,.,-0.4
COCCNC(=O)C(c1ccc(C)cc1)N(C(=O)CCC(=O)Nc1ccccn1)c1ccc(F)cc1 (stereo not drawn),-1,-1,-0.2,-4,-0.1,31,4,-0.3,-6,-0.9
NC(=O)c1ccsc1NC(=O)COC(=O)CNC(=O)c1ccc(Cl)cc1,2,-11,0.4,0,-0.4,.,7,-11,.,-0.3
CC(C)c1ccc(NC(=O)[C@@H](C)NC(=O)[C@@H]2Cc3ccccc3CN2)cc1,-4,-1,-5.4,1,-0.8,-5,-4,i,0,-0.4
N#Cc1cnn(-c2cc(Cl)ccc2Cl)c1N,3,.,1.1,3,-0.1,.,10,i,.,.
CCCCCCC(=O)N/N=C(\C)Cc1ccccc1,2,.,0.4,10,0.0,-2,-4,-0.2,7,2.8
O=C(/C=C/c1cccc(F)c1)Nc1ccc(S(=O)(=O)Nc2ncccn2)cc1,-2,-4,-0.1,5,-2.3,-9,-3,i,6,-0.7
COc1ccccc1-n1cnnc1SCC(=O)N1CC(=O)Nc2ccccc21,1,-21,.,-5,0.9,23,-7,-0.8,1,0.0
Cc1cc2ccccc2n1CCNC(=O)c1ccc(S(=O)(=O)N2CCCCC2)cc1,-126,23,0.3,-6,59*,2,5,i,-1,0.2
CCN(CC)S(=O)(=O)c1ccc(N2CCOCC2)c(NC(=O)c2nn(C)c(=O)c3ccccc23)c1,12,-12,1.6,-7,-0.2,.,28,i,.,0.3
CCC(=O)Nc1ccc(NCc2ccc(-c3ccccc3)cc2)cc1,-4,10,0.8,2,0.3,2,-3,i,-3,1.1
C=CCN(CC=C)c1ccc(N2C(=O)C3CCCCC3C2=O)cc1[N+](=O)[O-] (stereo not drawn),-5,18,0.2,-5,0.1,11,-5,-0.3,6,0.0
O=c1c2ccccc2nc(-c2cccc(Cl)c2)n1O,-5,-3,.,-4,0.9,-5,-7,-1.2,5,236*
CCOC(=O)C1CCN(C(=O)/C=C/c2ccc(OC)cc2)CC1,0,-27,.,7,0.3,-2,7,-0.8,-1,-0.6
CCn1cnc2c1c(=O)n(CC(=O)OC)c(=O)n2Cc1ccccc1,-6,-8,0.6,0,-2.5,.,-10,0.5,-6,-1.4
COc1ccc(/C=C2/C(=O)N(CC3CCCO3)C(=S)N2C)c(OC)c1 (stereo not drawn),1,-4,.,3,2.7,-10,-9,6.7,0,-0.7
CCOC(=O)CSc1nc(N)c(C#N)c(-c2cccs2)c1C#N,-2,-16,.,-3,0.7,24,2,44*,1,-0.5
O=C(NCCS(=O)(=O)NCc1ccccc1Cl)c1ccc2c(c1)OCO2,-4,-2,1.4,4,0.4,.,2,-0.7,.,-0.7
CC(=O)c1ccc(NC(=O)c2ccccc2-c2ccccc2C(=O)O)cc1,6,-9,0.5,-3,-4.4,1,-7,-0.2,-2,0.6
CCC(CO)Oc1cc(NCc2cccc(C(F)(F)F)c2)c2ncn(C(C)C)c2c1 (stereo not drawn),2,4,0.3,2,-0.2,.,7,i,.,2.5
COC(=O)c1cc(C(=O)OCC(=O)NC(=O)NCc2ccccc2)cc([N+](=O)[O-])c1,-4,12,0.8,6,1.5,.,7,-2.1,.,0.3
CCOc1ccc2oc(C(=O)OCC(=O)N(CC(C)C)c3c(N)n(Cc4ccccc4)c(=O)[nH]c3=O)c(C)c2c1,-5,-13,1.0,18,0.2,.,6,-0.6,.,0.7
COc1ccc(S(=O)(=O)N2CCN(C(=O)CC(C)C)CC2)cc1,-4,-5,-0.4,7,4.0,-2,-7,1.3,5,0.7
CCOC(=O)C(Cc1cc(C(C)=O)ccc1OCC)C(=O)OCC,-2,-25,.,5,-0.9,0,16,i,-7,-0.5
CN(CCNC(=O)CCCOc1cc(=O)n(C)c2ccccc12)Cc1ccccc1,1,-11,1.7,13,0.4,16,-6,i,-2,5.4
CCOc1ncccc1C(=O)Nc1ccc(OC)c(S(=O)(=O)N2CCOCC2)c1,.,16,1.3,-3,.,.,0,i,.,-1.7
COCc1ccc(C(=O)NC2CCSc3ccccc32)cc1 (stereo not drawn),6,-3,0.7,4,1.0,14,2,-0.3,-2,-0.7
CCc1nnc(NC(=O)c2sc3nc4cc(C)ccc4cc3c2N)s1,2,-1,.,10,6.8,14,-7,-0.4,-4,1.5
CC(=O)Nc1cncc(-c2cccc(N(C)C)c2)n1,-3,.,0.2,-5,-0.1,.,19,-1.3,.,.
COc1cccc(CC2(CO)CCN(Cc3cnc(N4CCOCC4)s3)CC2)c1,4,7,3.5,-8,-0.6,18,-7,-1.5,1,-2.6
Cc1onc(-c2c(Cl)cccc2Cl)c1NC(=O)NNc1ccccc1,-13,9,-0.5,2,-0.2,9,9,-0.6,3,0.1
C=C(C=O)CC1CC(O)[C@]2(C)OC3C[C@@H]4OC5C[C@]6(C)O[C@]7(C)CCC8OC9C[C@]%10(C)OC(/C(C)=C\CO)C(O)CC%10OC9CC(C)C8OC7CC6O[C@]5(C)C/C=C\C4OC3CC2O1 (stereo partly drawn),2,-6,.,38,-0.3,.,.,i,.,.
CCN(CC)CC(=O)Nc1ccc(Cl)cc1C(=O)c1ccccc1,-2,3,.,22,-0.3,.,15,i,-4,0.4
Cc1oc(-c2ccoc2)nc1CN(Cc1ccccc1)CC1CC1,-4,-11,-0.2,10,-0.4,15,6,-0.2,2,3.0
COc1cccc(Nc2nc3ccccc3c(=O)[nH]2)c1,-5,-12,-0.2,5,0.0,33,1,-0.5,1,-1.6

# Further results:
SMILES,Anthrax LF inh2,PriA SSB inh,TcdB inh,Yp Topo-I inh,BoNT A protease,DUSP3 inh,CCHF vOTU inh,BH1578 lux ind,SARS 3CLpro inh,PfHsp40 rescue
Cc1ccc(S(=O)(=O)c2cc3c(=O)n4cccc(C)c4nc3n(Cc3ccncc3)c2=N)cc1,4,-5,.,11,0.6,-20,.,i,1,1.2
Cc1nc(C)n(CCNS(=O)(=O)c2ccccc2)n1,0,-19&5,1.4,6,0.4,12,5,-0.4,1,-0.5
CC1CC(C)(C)CC2(C1)NC(=O)N(CC(=O)NC1CCCc3ccccc31)C2=O (stereo not drawn),4,-14,0.9,22,2.3,-5,2,-0.2,3,-1.4
O=c1c2ccccc2c(-c2ccccc2)nn1-c1ccccc1,5,-1,2.4,8,0.4,-6,-10,1.8,2,.
COC(=O)/C(=N/Nc1ccccc1Cl)Sc1nnc(C(O)c2ccccc2)n1-c1ccccc1 (stereo not drawn),0,.,0.1,12,-0.2,-20,1,-0.4,4,0.9
O=C(NC(=S)Nc1ccc(Cl)c(C(=O)O)c1)c1ccc(OCc2ccccc2)cc1,-3,2,5.2,8,1.0,8,15,-0.7,1,-0.4
CCCN(CCC)Cc1c(C(=O)N/N=C/c2c[nH]c3ccccc23)nnn1-c1nonc1N,1,.,2.2,16,0.3,10,14,-0.3,-3,0.8
COc1cc(C2CC(=O)Oc3c(C(CCN4CCOCC4)c4ccc(N(C)C)cc4)c(OC)cc(OC)c32)cc(OC)c1OC (stereo not drawn),-3,46,-5.3,48,-0.4,15,-10,i,.,-0.8

# Source: PubChem BioAssay
